iPSC survival up = hiPSC single-cell survival enhancement; hit rate 0.044% among 360,000; ATPlite luminescence; 100% = ROCK inhibitor wells, 0% = DMSO; survival enhancement, % at 20 µM; in the data active = survival enhancement above about 18%;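 note: cells exposed to compounds for 16 hours before the ATP read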
Vif inh = blocks HIV Vif function; HEK293T cells, Vif self-association by quenched fluorescence, imaging, 24 h; inhibition, % at 7.49 µM; hit rate 0.35% among 340,000; in the data active = inhibition above about 50%, passing the limit was not always enough; inconclusive = no clear call, values can overlap the other calls; inactive = below about 31%; note: some results filed as inactive read as strong as hits
NR2E3 ag-1 = agonists of human NR2E3 nuclear receptor; inhibition of corepressor binding, % at 3.98 µM; hit rate 0.35% among 360,000; CHO-S Gal4-NCOR/VP16-NR2E3 two-hybrid, luciferase; AID 602229;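 active = inhibition above the mean of all tested compounds plus 3 SD, cut at about 70% in these data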;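 note: 0% = DMSO with NR2E3 transfected cells and 100% = cells lacking NR2E3 construct; higher means lower luciferase signal from less NR2E3 corepressor binding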
Target sequence (Q9Y5X4 whole entry, looked up, the tested form may be a part): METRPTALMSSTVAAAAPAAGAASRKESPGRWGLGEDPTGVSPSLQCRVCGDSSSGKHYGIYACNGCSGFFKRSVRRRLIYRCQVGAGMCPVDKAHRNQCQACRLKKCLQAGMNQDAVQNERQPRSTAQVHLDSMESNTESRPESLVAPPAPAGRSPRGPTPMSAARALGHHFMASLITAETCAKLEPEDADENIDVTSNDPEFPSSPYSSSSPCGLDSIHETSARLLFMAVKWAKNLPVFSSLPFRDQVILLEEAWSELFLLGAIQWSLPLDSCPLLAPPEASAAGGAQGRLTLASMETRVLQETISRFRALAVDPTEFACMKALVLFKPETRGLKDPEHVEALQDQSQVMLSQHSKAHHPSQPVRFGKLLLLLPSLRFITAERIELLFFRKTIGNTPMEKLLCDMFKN
CaV13 FRET inh = Primary screen for inhibitors of IQ motif and Ca2+-dependent inactivation inhibitor domain binding in CACNA1D, Förster resonance energy transfer in living cells, … | hit rate 0.098% among 340,000 | HEK cells, CFP/YFP FRET ICDI-IQ, plate reader, 10 min; percent FRET-ratio fall versus neutral wells | inhibition, % at 12.3 µM;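 active = mean replicate inhibition of at least 30% and at least 1% of replicates passing that level; inconclusive = only one of the two criteria is met; inactive = neither criterion is met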;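 note: 0% = median of the neutral control wells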
Exocytosis inh = lytic granule exocytosis inhibition. inhibition, % at 10 µM. TALL-104 LAMP-1 surface exposure, flow cytometry; cells stimulated with thapsigargin and PMA. hit rate 0.66% among 360,000;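 active = inhibition above about 55%, limit read from the data; inconclusive = no clear call, values can overlap the other calls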
Peg3 promoter = reduces Peg3 promoter-driven luciferase expression in HeLa. hit rate 1.7% among 360,000. inhibition, % at 20 µM. HeLa PEG-Prom luciferase reporter, luminescence, overnight;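 active = inhibition of at least 50% at 20 µM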
aDG glyco up = alpha-DG glycosylation activation. Pro5-aDG cells, alpha-DG glycosylation AlphaScreen (IIH6); 0% Pro5, 100% B10-LARGE cell signal. activation, % at 10 µM. hit rate 0.22% among 360,000. AID 624168;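 active = activation of at least 8% versus controls, or a plate z-score of at least 8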;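 note: Pro5 are CHO cells carrying HIG-tagged alpha-DG that lacks glycosylation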
MITF TRPM1 inh = reduces MITF-dependent TRPM1 promoter luciferase signal. SK-MEL-5 TRPM1 promoter luciferase, 24 h. inhibition, % at 12.5 µM. hit rate 0.83% among 330,000;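 active = mean inhibition across replicates of 60% or more, whatever share of single replicates reaches that level; inconclusive = some that reach 60%, reason not given; inactive = mean inhibition across replicates below 60%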; note: values of inactives mirror those of a sister screen read the other way
HIF-2a block = HIF-2a inhibition | inhibition, % at 18.8 µM | AID 624352 | hit rate 0.72% among 360,000 | 786-0 RCC cells HIF-2a reporter, luciferase luminescence, overnight;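 active = inhibition of the luminescence signal of 40% or more relative to plate controls, in a single-dose primary screen at 18.75 µM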
NR2E3 ag-2 = agonists of human nuclear receptor NR2E3; Q9Y5X4; GST-NR2E3/biotin-RetCOR TR-FRET, 1536-well; inhibition of corepressor binding, % at 4.78 µM; hit rate 0.12% among 320,000; AID 2300;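 active = percent inhibition above the cutoff of mean plus 3 SD of all tested compounds, set per screening campaign, cut at about 20% in these data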;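 note: 0% = DMSO wells and 100% = biotin wells as full block of FRET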
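Format: 1536-well format; test system: GST-NR2E3 and biotin-RetCOR proteins; read-out basis: percent inhibition of TR-FRET ratio; timing: 5 h incubation at 4 °C; detection: time-resolved FRET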
PDI turbidity = inhibitors of human protein disulfide isomerase. P07237. PDI insulin aggregation turbidity, A650, 90 min. inhibition, % at 10 µM. hit rate 0.052% among 350,000. AID 588391;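 active = mean inhibition across replicates of 30% or more, whatever share of single replicates reach that level; inconclusive = mean inhibition below 30% while every single replicate reaches 30%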;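 note: absorbance from insulin aggregation driven by PDI reduction with DTT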
Target sequence (P07237 whole entry, looked up): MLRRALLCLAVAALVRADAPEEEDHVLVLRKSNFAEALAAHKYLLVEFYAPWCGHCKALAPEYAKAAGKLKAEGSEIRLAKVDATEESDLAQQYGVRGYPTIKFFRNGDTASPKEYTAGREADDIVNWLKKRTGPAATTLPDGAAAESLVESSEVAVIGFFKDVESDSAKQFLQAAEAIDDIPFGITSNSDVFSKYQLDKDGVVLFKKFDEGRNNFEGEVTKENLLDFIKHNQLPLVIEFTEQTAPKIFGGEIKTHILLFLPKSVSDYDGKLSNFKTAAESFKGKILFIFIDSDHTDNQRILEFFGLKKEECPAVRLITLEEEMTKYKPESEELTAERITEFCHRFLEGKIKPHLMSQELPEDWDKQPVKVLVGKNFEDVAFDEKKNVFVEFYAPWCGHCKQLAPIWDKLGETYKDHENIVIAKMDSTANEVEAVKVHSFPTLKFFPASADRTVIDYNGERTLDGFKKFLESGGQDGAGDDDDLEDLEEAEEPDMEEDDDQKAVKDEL
Active calls of the source: *; ? = inconclusive; . = not tested or not shown.

SMILES	iPSC survival up	Vif inh	NR2E3 ag-1	CaV13 FRET inh	Exocytosis inh	Peg3 promoter	aDG glyco up	MITF TRPM1 inh	HIF-2a block	NR2E3 ag-2	PDI turbidity
COc1ccc(-c2noc(CCC(=O)N3CCN(c4cccc(C)c4)CC3)n2)cc1	0.2	.	1	-3	-4	19	0.1	2	-3	.	-10
CC1CCN(C(=O)CCNC(=O)c2ccccc2Cl)CC1	-0.6	4	-29	-7	0	-16	0.0	-7	-18	0	10
COc1cccc(CNC(=O)CCC2CCCN(C(=O)c3ccc(F)c(Cl)c3)C2)c1 (configuration not stated)	-0.3	-21	-8	-3	-1	2	0.0	8	-4	6	2
COc1ccccc1NC(=O)C1=C(C)NC(=O)NC1c1cccc(OC)c1OC (configuration not stated)	1.5	16	10	.	-2	13	-0.1	2	7	5	2
COc1cc(CN(C)c2ncnc3sccc23)ccc1OC(F)F	-0.2	7	84*	-3	44	14	0.8	3	-4	3	-1
CCOC(=O)C1=C(CC)Nc2ccccc2N=C1NC(=O)c1ccc(C)c(S(=O)(=O)N2CCOCC2)c1	0.3	-2	8	-6	0	3	0.5	-8	9	.	-1
COc1ccc(C(c2nnnn2C2CCCC2)N2CCC(C)CC2)c(OC)c1 (configuration not stated)	-1.3	-9	-10	0	0	25	0.1	5	6	3	30
O=C(CN(Cc1ccccc1)S(=O)(=O)c1ccccc1)N/N=C/c1ccccc1[N+](=O)[O-]	3.8	-2	-1	-7	0	23	0.2	9	17	6	2
O=C(NCC1CCCO1)c1c(O)nc2sccn2c1=O (configuration not stated)	-0.6	4	-14	-3	-9	3	-0.1	1	12	2	-1
CCCn1c(N)c(C(=O)CSc2nnc3n2CCCCC3)c(=O)n(C)c1=O	-0.4	7	13	-8	0	21	-0.1	0	14	1	-16
CCN1C(=O)[C@H]2[C@@H](c3ccc(-c4cccc(Cl)c4)c(OC)c3)N3CCC[C@@]3(C(=O)OC)[C@H]2C1=O	1.2	-2	-104	-10	-8	-20	0.1	-1	-149	.	5
O=C(CCNC(=O)C1CCN(S(=O)(=O)c2ccccc2)CC1)NCc1ccc(Cl)cc1	-0.2	-10	8	-5	2	14	-0.7	2	4	1	-5
CC1CCCC(NC(=O)COc2ncnc3ccccc23)C1C (configuration not stated)	3.4	-9	-9	-18	5	-1	0.1	13	11	.	7
C=CCNC(=O)CCC(=O)NNc1nc2ccccc2c2nc(-c3ccccc3)nn12	0.0	-1	12	-15	-14	-24	0.1	0	-19	4	7
O=C(c1nc2ncccn2n1)N1CCN(c2ccc(F)cc2)CC1	6.2	.	-34	.	-2	-3	0.2	5	2	4	-9
CCc1ccc(NC(=O)c2ccccc2Br)cc1	0.2	-5	-73	-8	-1	-339	0.2	-48	-286	1	2
Cc1ccccc1OCCC(=O)N(CC(C)C)c1c(N)n(Cc2ccccc2)c(=O)[nH]c1=O	-0.3	-7	2	-5	12	11	0.0	0	18	2	-6
CN(C(=O)COn1nnc2ccc(S(=O)(=O)N3CCOCC3)cc21)c1ccccc1	-0.5	-9	-33	-6	8	12	0.1	6	2	0	0
NC(=O)Nc1ccc(Oc2ncc(C(F)(F)F)cc2Cl)cc1	-1.0	-3	1	-5	3	13	0.4	13	12	5	8
C[C@@H]1CN([C@@H](C)CO)C(=O)CCCn2nncc2CO[C@H]1CN(C)C(=O)Nc1cccc(Oc2ccccn2)c1	1.5	8	-18	-9	-6	12	0.0	.	9	.	6
CCOC(=O)c1c(-c2ccc(C)o2)csc1NC(=S)NC(=O)c1ccc(F)cc1	4.4	-4	-12	-2	11	24	0.4	-2	-3	-2	0
Oc1ccccc1CN1CCN(C(c2ccccc2)c2ccccc2)CC1	0.5	-1	18	-4	48	17	0.3	6	-13	1	-9
Cc1ccccc1-c1nnc(-c2ccc(Br)cc2)o1	-4.0	-2	-29	-4	-1	-260	0.5	-70	-244	-2	-3
CCN(CC)C(=O)c1ccc(CS(=O)(=O)c2ccc(OC)cc2)o1	1.0	1	-16	14	-8	-2	-0.3	-2	3	4	-6
CCCN(C(=O)/C=C/c1ccc(S(=O)(=O)N(CC)CC)cc1)C1CCS(=O)(=O)C1 (configuration not stated)	0.0	12	-1	-6	-1	18	-0.2	6	2	.	-2

Other compounds follow:
SMILES	iPSC survival up	Vif inh	NR2E3 ag-1	CaV13 FRET inh	Exocytosis inh	Peg3 promoter	aDG glyco up	MITF TRPM1 inh	HIF-2a block	NR2E3 ag-2	PDI turbidity
Cc1nn(CC(=O)Nc2nccs2)c(C)c1[N+](=O)[O-]	-0.1	-16	-28	-15	2	16	0.1	-8	20	0	1
Cc1cc(Cl)ccc1C(=O)C1CCCN(C(=O)CCN2CCCO2)C1 (configuration not stated)	-0.6	0	-1	-7	-2	14	0.3	8	5	2	2
CCOc1ccc(C(=O)Nc2nc(C)c(C(=O)OC)s2)cc1	-0.7	-9	-95	-5	-1	-118	0.5	.	-166	0	8
CCN(CC)S(=O)(=O)c1ccc(NC(=O)Cn2c(=O)sc3ccccc32)cc1	-1.9	-10	-16	-3	4	13	0.2	12	26	-5	1
Cc1ccc(-c2nnc(SCC(=O)Nc3sc(C)c(C)c3C#N)n2C)cc1	-4.4	1	-9	.	-15	4	0.6	2	-3	0	-1
COc1cccc(C(=O)Nc2cccc(-c3nc4ncccc4o3)c2C)c1	-2.8	9	-23	-6	-1	-76	0.4	2	-53	2	-7
CCn1nc(C)c(/C=N/NC(=O)Cc2ccc(Cl)cc2)c1C	-0.2	-4	-32	.	-4	-142	0.3	-61	-191	3	-5
CC(C)C[C@H](NC(=O)N1CCn2c1nc1ccccc12)C(=O)N1CCCCC1	-0.3	-2	-1	-7	3	22	-0.1	7	7	0	4
CC(C)CC(=O)NC(=S)Nc1cc(C(F)(F)F)ccc1N1CCOCC1	-1.2	-3	5	-18	-7	38	0.4	-1	11	0	-11
O=C(NCC1CCCO1)C1CCN(C2CCN(C(=O)CC3CCCC3)CC2)CC1 (configuration not stated)	0.4	.	-7	-3	-3	-1	3.7*	0	15	0	16
Nc1nonc1-c1nc2ccccc2n1CC(=O)N/N=C\c1ccc(-c2ccc(Cl)cc2)o1	-0.8	2	-6	.	2	23	-0.1	15	1	-1	-1
O=C(CSc1nc2sc3c(c2c(=O)n1-c1ccccc1)CCCC3)N/N=C/c1ccc(C(=O)O)cc1	-0.2	7	8	.	-5	6	-0.2	-4	9	1	1
Cc1cc2cc(CCNC(=O)C(C)C)c(=O)[nH]c2cc1C	-0.9	.	-9	-5	16	-25	-0.1	-7	-39	1	-3
Cc1nc(-c2cccc(NC(=O)C3CCCCC3)c2)cs1	1.7	21	-4	-15	1	-9	0.0	3	-35	-3	-3
Cc1ccc(C(=O)NC2CCN(CCCC(=O)c3ccc(F)cc3)CC2)cc1	-0.6	-5	-7	-2	?	5	0.1	8	8	1	1
COc1ccc(S(=O)(=O)N2CCCOC2CNC(=O)C(=O)NC2CCCC2)cc1 (configuration not stated)	1.0	8	-10	.	4	7	-0.2	9	11	0	7
CCc1nnc(NC(=O)CSc2nnc(-c3ccccc3O)o2)s1	-0.4	-10	-48	-4	0	-52	-0.3	-4	-116	1	-13
CCCOc1ccc(F)cc1-c1cc(C(=O)Nc2ccc(C)c(NS(C)(=O)=O)c2)[nH]n1	-2.9	-7	-1	-6	-5	50	-0.2	.	7	.	-3
Cc1cc(C)nc(Nc2nc3ccccc3s2)n1	0.4	3	-30	-1	-2	-187	-0.2	-17	-212	2	-3
Cc1ccc(Nc2nc(N)c([N+](=O)[O-])c(N3CCOCC3)n2)cc1	-1.7	0	6	-6	-5	8	-0.1	-13	-7	-1	0
CN(Cc1ccccc1)C(=O)c1ccc(NC(=O)Cc2cccc(NC(=O)C3CCN(C(=O)C4CC4)CC3)c2)cc1	-2.4	-2	7	-12	-1	-6	0.3	0	6	5	1
O=C(Nc1ccnn1C1CCN(C(=O)Cc2ccccc2F)CC1)C1CC1	0.1	2	-8	-6	2	14	-0.1	-1	9	1	1
O=C(O)c1c(-c2ccccc2)c(-c2ccccc2)nc2ccccc12	-2.5	5	-23	-1	0	9	0.0	0	13	4	2
CCN1CCN(C(=S)Nc2cc(S(=O)(=O)N(CC)CC)ccc2C)CC1	0.7	-9	10	-4	-2	23	0.6	10	15	0	2
CC(C)(C)C1CCc2c(sc3ncn(N)c(=N)c23)C1 (configuration not stated)	-0.7	-3	4	-4	1	15	0.5	-14	-4	0	1

More records.
SMILES	iPSC survival up	Vif inh	NR2E3 ag-1	CaV13 FRET inh	Exocytosis inh	Peg3 promoter	aDG glyco up	MITF TRPM1 inh	HIF-2a block	NR2E3 ag-2	PDI turbidity
COCc1cc(C)nc2sc(C(=O)NC3CCCCC3)c(N)c12	-0.1	-8	-25	.	8	8	1.2	-11	3	3	2
CCCCC1CCC(/C(N)=N/O)CC1 (configuration not stated)	-1.2	-6	-13	-5	-5	-17	-0.1	0	9	2	-5
CCCCCCNC(=O)C(C(=O)OCC)C1CCCCC1 (configuration not stated)	-3.5	5	9	.	1	18	0.1	2	3	0	-3
CC(C)CC(NC(N)=O)C(=O)Nc1ccc2c(c1)OCO2 (configuration not stated)	3.2	1	-8	1	0	-63	-0.5	-24	-105	1	3
c1ccc(-c2nc(CSc3nnc(-c4cccs4)o3)cs2)cc1	-0.1	11	2	-5	5	-15	0.2	6	-56	-1	0
O=C(NCc1ccc(OC(F)(F)F)cc1)C1CC(c2ccccc2C(F)(F)F)=NO1 (configuration not stated)	-0.9	3	13	-10	2	19	0.1	-18	5	-1	-12
Cc1ccc(-n2c(COc3c(C)cccc3C)nnc2SCC(=O)Nc2nccs2)cc1	-1.5	9	-18	-4	-2	14	1.3	-1	15	2	1
COC(=O)c1[nH]c2cccc(Cl)c2c1NC(=O)CN(C)C1CCCCC1	10	0	-11	-5	-4	14	-0.3	11	22	3	-1
Cc1ccccc1S(=O)(=O)c1c(C)cc(C)n(CC(C)C)c1=O	2.0	.	-14	1	2	23	0.7	6	18	-1	17
O=C(Nn1nnnc1Nc1ccccc1)C12CC3CC(CC(C3)C1)C2	0.5	-11	-5	0	1	10	-0.3	4	29	4	4
CC(C)C1C2=C(CC(C)(C)CC2=O)ON1c1ccccc1 (configuration not stated)	0.5	2	-5	.	-5	-5	-0.1	-1	-29	6	1
CCCCCn1c(CN2CCCCC2C)nc2c1c(=O)n(C)c(=O)n2C (configuration not stated)	1.0	.	-37	-4	-4	-6	0.0	0	11	-2	0

Record cards, from the list above. Screens in order: iPSC survival up | Vif inh | NR2E3 ag-1 | CaV13 FRET inh | Exocytosis inh | Peg3 promoter | aDG glyco up | MITF TRPM1 inh | HIF-2a block | NR2E3 ag-2 | PDI turbidity
`CC(C)C1C2=C(CC(C)(C)CC2=O)ON1c1ccccc1` (configuration not stated) is entered as 0.5 | 2 | -5 | . | -5 | -5 | -0.1 | -1 | -29 | 6 | 1
`O=C(Nc1ccnn1C1CCN(C(=O)Cc2ccccc2F)CC1)C1CC1` is entered as 0.1 | 2 | -8 | -6 | 2 | 14 | -0.1 | -1 | 9 | 1 | 1
`NC(=O)Nc1ccc(Oc2ncc(C(F)(F)F)cc2Cl)cc1` is entered as -1.0 | -3 | 1 | -5 | 3 | 13 | 0.4 | 13 | 12 | 5 | 8
